Screening data deposited in PubChem BioAssay by Broad Institute.
RAD52 anneal inh = blocks human RAD52 DNA annealing; inhibition, % at 18.7 µM; AID 651710; 0.46% of 360,000 active; recombinant RAD52 DNA annealing, FRET fluorescence;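 active means every replicate showing at least 50% inhibition; inconclusive means mean inhibition at least 50% but not in every replicate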
ERAP1 HTS inh = blocks human ERAP1 aminopeptidase activity | Q9NZ08 | inhibition, % at 10.7 µM | AID 652197 | 0.15% of 340,000 active | recombinant ERAP1, Leu-AMC fluorescence, 60 min;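 active means mean replicate inhibition of at least 30%, or all replicates individually reaching that 30% level; inactive means mean below 30% and not every replicate reaching it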;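 further: 0% = neutral control wells and 100% = L-leucinethiol positive control wells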
Target sequence (Q9NZ08 whole entry, looked up): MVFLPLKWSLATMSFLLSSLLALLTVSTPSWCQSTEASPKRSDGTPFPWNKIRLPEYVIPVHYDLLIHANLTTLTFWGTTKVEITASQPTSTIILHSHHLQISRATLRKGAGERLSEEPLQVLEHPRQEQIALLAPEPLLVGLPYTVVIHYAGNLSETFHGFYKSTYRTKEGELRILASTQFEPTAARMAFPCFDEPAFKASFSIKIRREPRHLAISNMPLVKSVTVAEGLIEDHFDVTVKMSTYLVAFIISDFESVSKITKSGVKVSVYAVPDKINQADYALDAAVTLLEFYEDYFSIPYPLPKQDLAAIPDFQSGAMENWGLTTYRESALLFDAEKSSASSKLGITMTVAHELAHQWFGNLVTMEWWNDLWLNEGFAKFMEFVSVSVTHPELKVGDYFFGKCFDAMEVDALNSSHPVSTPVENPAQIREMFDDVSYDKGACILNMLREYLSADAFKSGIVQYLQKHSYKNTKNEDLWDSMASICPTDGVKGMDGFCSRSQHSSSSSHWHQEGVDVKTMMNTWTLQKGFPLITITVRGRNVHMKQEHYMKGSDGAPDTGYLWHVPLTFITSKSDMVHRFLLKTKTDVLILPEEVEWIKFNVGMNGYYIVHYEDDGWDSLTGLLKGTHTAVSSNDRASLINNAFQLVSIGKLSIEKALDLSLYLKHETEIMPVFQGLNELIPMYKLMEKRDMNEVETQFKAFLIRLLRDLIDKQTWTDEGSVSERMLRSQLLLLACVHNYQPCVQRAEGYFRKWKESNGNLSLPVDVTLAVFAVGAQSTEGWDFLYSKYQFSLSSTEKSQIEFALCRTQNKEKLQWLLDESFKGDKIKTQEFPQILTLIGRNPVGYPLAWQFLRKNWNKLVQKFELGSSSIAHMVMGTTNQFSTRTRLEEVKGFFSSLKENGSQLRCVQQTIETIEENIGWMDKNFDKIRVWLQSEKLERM
esBAF inh = blocks esBAF chromatin remodeling in mouse ES cells. reporter increase, % at 12.5 µM. 2% of 350,000 active. Bmi1-luciferase knock-in reporter, 24 h; 100% = twice the neutral-well signal; in the data active means activation above about 40%; inconclusive means no clear call, values can overlap the other calls;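 further: 0% = median of the plate's neutral control wells and 100% = double that signal; a rise in the Bmi1 reporter signal indicates esBAF inhibition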
RAD54 inh = blocks human RAD54 Holliday junction branch migration; AID 602329; Q92698; FAM/BHQ fluorescence; inhibition, % at 10.4 µM; 0.14% of 360,000 active;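 active means mean normalized replicate activity at least 40 and at least half of replicates scoring 40 or more; inconclusive means only one of the two criteria met; inactive means mean below 40 and under half of replicates reaching 40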;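 further: 0% = median of neutral control wells and 100% = median of positive control wells; inhibitors cause a drop in the FAM fluorescence signal; in these data hits start at about 50%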
XiGFP reactiv = reactivates the inactive X chromosome in mouse fibroblasts. 0.055% of 360,000 active. XiGFP mouse fibroblasts, % GFP-positive cells imaging, 3 d; cells co-treated with 5-aza-dC sensitizer; scaled so ellipticine positive control = 100%. activation, % at 7.58 µM. AID 743238;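 active means mean normalized replicate activation at least 10% and every replicate at or above 10%; inconclusive means only one of the two criteria met; inactive means mean below 10% and not all replicates reach 10%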;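 further: 0% = median of on-plate neutral control wells and 100% = ellipticine 6 µM median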
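Material: XiGFP fibroblasts, SV40-immortalized. Buffer or medium: DMEM plus 5-aza-dC sensitizer. Compound: single concentration per compound, delivered by pin transfer. Times: 3 days compound exposure. Controls: ellipticine 6 µM.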
ERp5 block = blocks human ERp5 reductase activity on insulin. ERp5 insulin aggregation, absorbance 650 nm, 90 min. inhibition, % at 9.99 µM. 0.05% of 350,000 active. Q15084. AID 651711;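 active means mean replicate inhibition above about 25%, with every replicate also reaching it, limit read from the data, passing the limit was not always enough; inconclusive means only one of those two criteria met; inactive means neither criterion met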
S100A4 MyoIIA = blocks human S100A4 binding to myosin IIA peptide; S100A4/TAMRA-MyoIIA peptide fluorescence polarization; AID 652163; inhibition, % at 10.7 µM; 0.14% of 360,000 active;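 active means mean inhibition of at least 70% across replicates, with every replicate also reaching that level; inconclusive means mean inhibition reaches 70% but some replicates fall short; inactive means mean inhibition below 70%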
Target sequence (P26447 whole entry, looked up): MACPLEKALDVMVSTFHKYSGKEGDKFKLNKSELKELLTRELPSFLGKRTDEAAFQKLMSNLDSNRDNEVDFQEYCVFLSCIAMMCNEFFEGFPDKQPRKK
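Material: S100A4 monomer protein / Buffer or medium: 50 mM HEPES pH 7.2, 10 mM CaCl2, 100 mM KCl / Times: 5 min incubation before reading / Benchmarks: neutral control DMSO, positive control TFP / Reagent: labelled myosin peptide probe, 5 nM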
E-sel inducer = induces E-selectin expression in human endothelial cells. 0.37% of 260,000 active. AID 686992. activation, % at 7.58 µM. HUVEC E-selectin immunofluorescence imaging; normalized: neutral wells 0, TNF-alpha wells 100;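 active means mean E-selectin-positive cell signal at least 10% of the positive control, reached in at least 60% of replicates, without over 20% cell loss; inconclusive means no rule given, readout overlaps actives, possibly toxicity-flagged; inactive means the rest, including those meeting only one limit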;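 further: in these data hits start at about 27%; measured in HUVEC primary endothelial cells; signal is the percent of cells scored E-selectin positive by PE staining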
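Test system: HUVEC | Signal: Immunofluorescence imaging | Read-out: Percent E-selectin-positive cells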
Starred values were filed as active, the others as inactive; ? = inconclusive; . = not tested or not shown.

Values run as follows: RAD52 anneal inh	ERAP1 HTS inh	esBAF inh	RAD54 inh	XiGFP reactiv	ERp5 block	S100A4 MyoIIA	E-sel inducer
> O=C(O)c1ccc(Cl)c(S(=O)(=O)N(Cc2ccccc2)c2ccccc2Cl)c1
 : -9	1	0	10	0.1	2	3	.
> Oc1ccccc1C=NCCCCCCN=Cc1ccccc1O
 : 59*	-2	-1	-16	1.0	-2	-1	-0.4
> O=C(c1ccc2c(=O)n(-c3ccccc3)c(=O)[nH]c2c1)N1CCCCC1
 : -2	1	8	-2	.	2	2	.
> O=C(Nc1nc(=O)n(C(=O)C2CC2)s1)c1ccccc1
 : -8	5	-9	-7	.	2	-3	.
> COCC(=O)N1[C@H](CO)[C@@H]2c3ccccc3N(C(=O)Nc3ccccc3F)C[C@@H]21
 : 8	3	9	-6	0.2	0	-35	0.3
> CSc1ccc(C(=O)C2CCCN(C(=O)CCCn3cncn3)C2)cc1 (configuration not stated)
 : -15	2	.	.	0.0	4	-4	.
> NCc1ccccc1COc1ccccc1
 : -5	-1	0	0	0.0	?	-8	-2.5
> Cn1cnc(S(=O)(=O)N[C@H]2C=C[C@@H](CC(=O)N3CCN(c4ccccc4)CC3)O[C@H]2CO)c1
 : -39	-4	-7	-2	0.2	-4	11	-0.5
> CCS(=O)(=O)NCC[C@H]1CC[C@@H](NC(=O)C2CCC2)[C@H](CO)O1
 : -13	3	-3	1	-0.2	-5	12	0.3
> Cc1cc(C(=O)CCC(=O)Nc2ccc(S(N)(=O)=O)cc2)c(C)s1
 : -3	1	-4	-3	-0.1	-4	14	.
> CCCOc1ccc(CCC(=O)N/N=C/c2ccncc2)cc1
 : -3	-6	.	.	0.1	1	6	.
> CC(C)N(C(C)C)S(=O)(=O)c1ccc(Cl)nc1
 : -9	-4	.	.	0.0	-2	-3	-3.4
> Cc1ccc(S(=O)(=O)NCC(=O)N(CC(=O)NCC2CCCO2)c2ccc(Cl)cc2)cc1 (configuration not stated)
 : -1	1	-9	-4	-0.1	-3	-6	.
> Cn1c(SCC(=O)Nc2cccc(F)c2)nnc1-c1cccnc1
 : -15	.	0	-6	0.3	3	-1	0.0
> Cc1cccc(OCCNc2cc(N3CCOCC3)ccc2[N+](=O)[O-])c1
 : -11	0	35	12	.	-2	5	.
> O=C1NCC(O)=C1C=Nc1ccccc1O
 : -9	.	-7	3	-0.3	1	1	2.0
> CCCNC(=O)Nc1ccc2c(c1)OC[C@H](C)N(CCC(F)(F)F)C[C@H](C)[C@@H](OC)CN(C)C2=O
 : 4	1	.	.	0.1	.	?	8.3
> CC1C(c2ccccc2)N(C)C(c2ccccc2)CC1(O)c1ccccc1 (configuration not stated)
 : -12	-4	0	5	.	1	-7	.
> COc1ccc(C2=NS(=O)(=O)N(C)C(C(=O)NCc3ccccn3)=C2)cc1OC
 : -15	2	-46	-5	0.2	0	-5	0.1
> CO[C@@H]1CN(C)C(=O)c2cc(C#N)ccc2OCC[C@H]2CC[C@@H](OC)[C@@H](CN(C)C(=O)[C@H]1C)O2
 : -2	-4	-6	1	0.1	9	-2	0.0
> CC(C(=O)Nc1ccccc1)N(c1cccc(Cl)c1)S(C)(=O)=O (configuration not stated)
 : -12	-4	0	3	0.0	-3	0	.
> COC(=O)C[C@H]1CC[C@@H]2[C@@H](COc3ccc(NC(=O)Nc4cccc(F)c4)cc3C(=O)N2C)O1
 : -14	-1	5	8	0.1	16	-2	0.2
> O=C(CSc1ncccn1)Nc1ccc2c(c1)OCO2
 : -18	-6	23	10	0.0	5	-2	0.0
> O=C1CN(C(=O)COC(=O)Cc2ccccc2F)c2ccccc2N1
 : -12	-1	-5	5	-0.1	.	-2	-1.9
> CCOc1cc2c(cc1OCC)C(c1ccc(C(=O)O)cc1)NCC2 (configuration not stated)
 : 5	5	2	1	0.1	5	-1	.
> CNc1cncc(-c2ccc(OCCCN(C)C)nc2)n1
 : -15	9	3	24	0.0	2	1	0.1
> O=C(CNC(=O)c1ccc(Br)cc1)c1ccc(Br)cc1
 : -11	-3	-4	0	0.3	-1	-3	.
> O=C1CN(S(=O)(=O)Cc2ccccc2)C[C@@H]2[C@@H](c3ccc(C#Cc4ccc(F)cc4)cc3)[C@@H](CO)N12
 : -10	1	.	.	-0.1	14	-5	-0.7
> CC(=O)Nc1ccc(S(=O)(=O)N2CCc3ccccc3C2CC(=O)O)cc1 (configuration not stated)
 : -6	4	-5	4	0.0	3	15	0.7
> O=C(O)Cn1cc(/C=N/NC(=O)c2cc3cc(Br)ccc3o2)c2ccccc21
 : 1	5	.	.	0.2	-8	1	.
> CC=Cc1ccc2n(c1=O)C[C@H]1[C@H](CO)[C@@H](C(=O)N[C@@H](C)c3ccccc3)[C@@H]2N1Cc1cncnc1 (mixture of isomers)
 : -10	-3	-1	-9	0.0	3	10	0.1
> O=C(CN1C(=O)NC2(CCOc3ccccc32)C1=O)c1ccc(Br)cc1 (configuration not stated)
 : -28	1	.	6	0.0	-2	-5	0.7
> COc1cc(SC)ccc1C(=O)Nc1nc(C)cc(C)n1
 : -4	1	7	-18	0.0	5	3	.
> CCC(=O)NC[C@@H]1[C@@H](c2ccc(C3=CCCC3)cc2)[C@@H](CO)N1C(=O)CC
 : -26	1	.	.	0.2	-1	19	-0.1
> COc1cc(NC(=O)CSc2nnc(-c3ccncc3)o2)cc(OC)c1OC
 : -1	-4	.	-12	-0.1	0	-3	0.5
> CCOc1ccc2nc(NC(=O)CSc3nc4cccnc4n3C)sc2c1
 : -11	6	.	2	.	3	-1	.
> CCCCOC(=O)C[N+](C)(C)CCOC1CC2CCC1(C)C2(C)C (configuration not stated)
 : 22	11	-10	12	0.0	0	3	.
> COc1ccc(S(=O)(=O)N(C)C[C@@H]2Oc3ccc(NC(=O)CCCN(C)C)cc3CC(=O)N([C@H](C)CO)C[C@@H]2C)cc1
 : 13	-2	.	.	0.0	6	0	0.5
> C[C@@H]1CCCCO[C@H](CN(C)S(=O)(=O)c2cccs2)[C@H](C)CN([C@H](C)CO)C(=O)c2cc(N(C)C)ccc2O1
 : 16	2	3	2	-0.9	0	21	0.1
> Cc1cccc(OC(C)C(=O)Nc2cc(Cl)ccc2-n2cncn2)c1 (configuration not stated)
 : -13	-2	2	11	0.0	-4	-6	-0.2
> CCNC(=O)Nc1ccc2c(c1)C(=O)N(C)[C@@H]1CC[C@H](CC(=O)NCC3CCCCC3)O[C@H]1CO2
 : 3	-3	-5	-6	0.4	-2	2	0.1
> CCN(CC)S(=O)(=O)c1cccc(C(=O)N/N=C/c2cccc(O)c2O)c1
 : -3	1	.	.	1.2	-2	1	1.1
> CCN(CC)C(=O)COc1ccc(S(=O)(=O)N2CCCC2)cc1
 : -2	-2	-4	-4	0.2	-3	-3	0.0
> CO[C@H]1CN(C)C(=O)c2cc(NC(=O)c3ccc(F)cc3)ccc2OC[C@H](C)N(C)C[C@H]1C
 : -9	1	-2	2	0.4	0	-6	-0.1
> CC(C)NC(=O)C1(C)CN(S(C)(=O)=O)CC(=O)N1CC(F)(F)F (configuration not stated)
 : -3	-7	.	.	0.1	3	-1	-0.1
> CCCC(=O)Nc1c2c(nn1-c1ccccc1)CSC2
 : 3	-4	0	2	0.0	2	-5	.
> CC1(C)OC(=O)C2=C(C[C@@H](C3CCCCC3)O[C@@H]2c2ccc(F)cc2)O1
 : -12	.	.	.	0.1	2	1	5.9
> O=C(c1ccco1)N1CCN(C(=O)c2ccc(-c3ccccc3Cl)o2)CC1
 : -14	1	56*	5	0.1	2	-2	-0.9
> NNS(=O)(=O)c1ccc2c(c1)Cc1cc(S(=O)(=O)NN)ccc1-2
 : -4	7	-6	-10	0.0	0	0	0.2
> COc1ccc(CNC(=O)C[C@H]2C[C@H]3c4cc(NS(C)(=O)=O)ccc4O[C@H]3[C@@H](CO)O2)cc1
 : 10	2	-3	-11	0.0	2	10	-0.3
> Cc1cc(C(=O)NNC(=O)c2ccc(C)s2)c(C)o1
 : -7	3	-2	8	0.0	-1	-1	-2.2
> CSc1ccc(Cl)c(C(=O)Nc2ccc(Cl)cn2)c1
 : 2	5	-1	0	0.7	-7	-1	-1.9
> O=C(Cc1csc(-c2ccccc2)n1)NCc1cccs1
 : -67	-5	31	-2	0.2	2	-21	5.0
> O=C(COCC(=O)NCc1ccccc1)NCc1ccccc1
 : 1	-1	.	.	0.1	1	5	0.5
> C[C@@H]1CN([C@H](C)CO)C(=O)c2cc(C#Cc3cccnc3)cnc2O[C@H]1CN(C)Cc1cccnc1
 : 10	3	2	6	-0.2	0	18	-0.1
> C[C@H](CO)N1C[C@H](C)[C@H](CN(C)S(=O)(=O)c2ccc(Cl)cc2)Oc2c(NC(=O)c3ccncc3)cccc2C1=O
 : 2	3	4	10	-0.1	0	-6	.
> CN1CCN(S(=O)(=O)c2cccc(C(=O)Nc3cccc(S(N)(=O)=O)c3)c2)CC1
 : -6	0	-4	-8	0.0	-9	-3	.
> CCOc1ncccc1C(=O)Nc1ccc(S(=O)(=O)Nc2nccs2)cc1
 : -1	-1	-1	-2	-0.1	-3	-1	1.4
> Cc1ccnc(NC(=O)C2CCC(CNc3c(N4CCCC4)c(=O)c3=O)CC2)c1 (configuration not stated)
 : -5	-3	-18	8	0.1	2	-5	0.0
> O=C(O)C[C@H]1C[C@@H]2c3cc(NC(=O)C4CCC4)ccc3O[C@@H]2[C@@H](CO)O1
 : -3	0	-2	-12	0.8	4	5	0.7

Remaining list, next part
Values run as follows: RAD52 anneal inh	ERAP1 HTS inh	esBAF inh	RAD54 inh	XiGFP reactiv	ERp5 block	S100A4 MyoIIA	E-sel inducer
> C[C@H](NC(=O)C[C@@H]1C=C[C@H](NC(=O)Cc2ccccn2)[C@@H](CO)O1)c1ccccc1
 : -22	-1	1	-1	0.1	6	8	0.2
> Cn1cnc(Sc2ncnc3nc[nH]c23)c1[N+](=O)[O-]
 : -4	41*	3	0	-0.1	3	-2	.
> CCCNC(=O)N1C[C@@H](O)COC[C@@H]2O[C@@H](CC(=O)NCc3ccncn3)CC[C@H]21
 : -4	0	2	-3	0.2	-3	-2	0.0
> C[C@@H]1CCCCO[C@H](CN(C)S(=O)(=O)c2cccs2)[C@H](C)CN([C@@H](C)CO)C(=O)c2cc(NC(=O)Nc3cccc4ccccc34)ccc2O1
 : .	.	-1	7	-0.6	.	.	0.1
> COc1ccccc1/C=C/C=N/NC(=O)c1ccccn1
 : -7	5	.	.	-0.5	-19	-4	1.3
> Cc1noc(C)c1NC(=O)N(C)C[C@@H]1Oc2ccc(NC(=O)CCC(F)(F)F)cc2C(=O)N([C@@H](C)CO)C[C@@H]1C
 : -10	-3	-3	-6	0.0	-1	-4	-11
> CCc1nnc(NC(=O)CSc2ncnc3c2oc2ccccc23)s1
 : -16	7	-6	6	0.0	4	-3	-0.1
> CCOC(=O)CNC(=O)c1cc(-c2ccccn2)nc2c(C)c(Cl)ccc12
 : -8	4	.	.	0.4	4	9	.
> Cc1ccc(S(=O)(=O)N(C)C)cc1NC(=O)C(C)OC(=O)c1ccc2ccccc2n1 (configuration not stated)
 : -11	-1	-3	-3	-0.1	-1	-2	.
